GalR3 antag – blocks the human galanin receptor 3 | inhibition, % at 3 µM | AID 651719 | HEK293 GalR3-CNG cAMP membrane potential fluorescence; galR3 body fused to GalR1 C-terminus | 360,000 tested, 0.44% active;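 active = inhibition above the screen-wide average plus 3 SD, cut at about 13% in these data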;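 note: forskolin and galanin both at EC90 stimulate the cells; cAMP rise reported by CNG channel membrane potential dye signal; 0% = forskolin plus galanin with DMSO and 100% = forskolin alone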
Target sequence (O60755 1-299 limits assumed): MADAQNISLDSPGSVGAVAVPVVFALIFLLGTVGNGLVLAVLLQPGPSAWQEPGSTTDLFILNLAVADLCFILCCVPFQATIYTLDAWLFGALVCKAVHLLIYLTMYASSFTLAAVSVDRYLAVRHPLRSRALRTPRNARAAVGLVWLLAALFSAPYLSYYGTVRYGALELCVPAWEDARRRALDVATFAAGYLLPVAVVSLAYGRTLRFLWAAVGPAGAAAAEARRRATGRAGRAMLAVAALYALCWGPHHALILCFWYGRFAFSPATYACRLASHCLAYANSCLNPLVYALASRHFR
pCIP destab – lowers stability of the mouse p/CIP coactivator protein | AID 1984 | F442A p/CIP-EGFP cells, EGFP fluorescence, 16 h | 290,000 tested, 0.01% active | Q05BA5 | decrease of EGFP signal, % at 10 µM;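 active = EGFP signal decrease of at least 30% at 10 µM or well 3 SD below plate mean, unless failing retest; inactive = the rest, including hits failing retest or dose response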; note: some compounds called inactive have numbers as strong as hits; many of its hits are not listed in these tables
CRFR2-BP antag – blocks CRF-induced signaling of the CRF-BP/CRF-R2 complex. HEK293 CRF-R2/CRF-BP, CRF-induced calcium fluorescence. inhibition, % at 11.8 µM. 350,000 tested, 0.59% active. AID 588475;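 active = inhibition of the ligand-induced calcium signal above about 50% at the single tested concentration, limit read from the data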
VIM-2 inhibitor – inhibitors of Pseudomonas aeruginosa VIM-2 metallo-beta-lactamase. purified VIM-2, nitrocefin hydrolysis, epi-absorbance fluorescence. inhibition, % at 5.6 µM. 290,000 tested, 0.89% active;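 active = inhibition above the mean of all tested compounds plus 3 SD, cutoff set per screening run, cut at about 7.5% in these data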;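 note: red hydrolysis product quenches plate fluorescence so inhibitors raise well fluorescence; 0% = enzyme with DMSO and 100% = DMSO without enzyme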
IDE cell activ – activators of human insulin-degrading enzyme in cells | 340,000 tested, 0.073% active | HEK cells, FAbeta-B cleavage, fluorescence polarization; 0% vehicle, 100% cell-free pure enzyme wells | activation, % at 5.96 µM | P14735;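 active = activation above the mean of all tested compounds plus 3 SD, set per screening campaign, cut at about 17% in these data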
IMP-1 inh – blocks Pseudomonas aeruginosa IMP-1 metallo-beta-lactamase; inhibition, % at 5.6 µM; purified IMP-1, nitrocefin hydrolysis, epi-absorbance fluorescence; AID 1556; 290,000 tested, 0.45% active;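 active = inhibition above the mean plus 3 SD of all compounds in the same screening run, cut at about 4.5% in these data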;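 note: 0% = IMP-1 with DMSO and 100% = DMSO wells lacking enzyme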
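System: purified IMP-1 / Input: IMP-1 dispensed at 0.2 nM / Medium: 50 mM HEPES pH 7.1, 50 µM ZnSO4, 0.05% Brij 35 / Timing: 15 min enzyme–compound preincubation, then 25 min nitrocefin reaction, 25 °C / Technique: plate fluorescence quenching by hydrolysis product, ex 480/em 530 nm / Repeats: singlicate testing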
NS3 helicase inh – inhibitors of Hepatitis C virus NS3 helicase; NS3 helicase DNA unwinding, Cy5 molecular beacon fluorescence; inhibition, % at 10.9 µM; 290,000 tested, 0.56% active;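 active = inhibition above the mean of all tested compounds plus 3 SD, set per campaign, cut at about 35% in these data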;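 note: 0% = DMSO wells and 100% = thioflavine S control wells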
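Material: hepatitis C virus NS3 helicase domain fragment enzyme; measured by: Cy5 fluorescence, 0 and 60 min reads; control set: DMSO and thioflavine S; incubation: 60 min unwinding reaction at 25 °C after ATP addition; read-out basis: % inhibition from 60/0 min fluorescence ratio, DMSO 0%, thioflavine S 100%; repeats: singlicate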
IDE cell inh – inhibits human insulin-degrading enzyme in HEK cells; P14735; FAbetaB cleavage, fluorescence polarization; inhibition, % at 5.59 µM; 320,000 tested, 0.41% active; AID 434962;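 active = percent inhibition above the average of all tested compounds plus 3 SD, set per screening campaign, cut at about 16% in these data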;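 note: IDE supplied by intact live HEK cells; FP after avidin binding of uncleaved biotin substrate so inhibition keeps polarization high; 0% = DMSO wells and 100% = 60 µM reference IDE inhibitor Ii1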
UBC9 SUMO inh – SUMOylation inhibition | HTRF SUMOylation assay, SAE1/SAE2 + UBC9, in vitro | inhibition, % at 35 µM | 290,000 tested, 0.36% active | AID 2006; in the data active = inhibition above about 50%, passing the limit was not always enough; note: strong numbers were not always called active
Target sequence (P63279 whole entry, looked up): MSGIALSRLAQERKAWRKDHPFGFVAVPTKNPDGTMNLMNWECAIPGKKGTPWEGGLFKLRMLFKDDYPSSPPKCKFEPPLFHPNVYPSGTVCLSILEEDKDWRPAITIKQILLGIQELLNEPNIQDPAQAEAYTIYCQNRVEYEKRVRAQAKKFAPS
Numbers without * were called inactive; nt = no result given.

Start of the listing, in advance:
SMILES	GalR3 antag	pCIP destab	CRFR2-BP antag	VIM-2 inhibitor	IDE cell activ	IMP-1 inh	NS3 helicase inh	IDE cell inh	UBC9 SUMO inh
CCCCc1nc(N2CCNCC2)c(C#N)c2c1CSC(C)(C)C2	-12.3	-1.9	12.9	-3.6	1.5	-5.8	-26.4	-7.2	4.9
Cc1cc(C)cc(-n2c(O)c(C=Nc3ccc(N4CCOCC4)cc3)c(=O)[nH]c2=S)c1	0.9	-1.3	-67.7	-4.2	5.6	-3.8	15.3	-1.9	5.9
COc1cc(C=C2C(=O)NC(=O)NC2=O)cc(OC)c1OC	-6.8	-3.6	16.3	0.3	-2.1	-1.2	-2.1	3.1	26.3
CS(=O)(=O)NNP(=O)(NNS(C)(=O)=O)NC(=O)c1ccccc1	4.7	-9.4	6.2	0.6	-1.4	-3.6	5.3	-2.5	13.1
Cc1c(C(=O)C(=O)N2CCC3(CC2)OCCO3)c2ccccc2n1C	-2.3	-5.8	-28.3	-2.8	-2.5	-3.1	0.6	4.9	16.3

This part in full, previewed entries included:
SMILES	GalR3 antag	pCIP destab	CRFR2-BP antag	VIM-2 inhibitor	IDE cell activ	IMP-1 inh	NS3 helicase inh	IDE cell inh	UBC9 SUMO inh
CCCCc1nc(N2CCNCC2)c(C#N)c2c1CSC(C)(C)C2	-12.3	-1.9	12.9	-3.6	1.5	-5.8	-26.4	-7.2	4.9
Cc1cc(C)cc(-n2c(O)c(C=Nc3ccc(N4CCOCC4)cc3)c(=O)[nH]c2=S)c1	0.9	-1.3	-67.7	-4.2	5.6	-3.8	15.3	-1.9	5.9
COc1cc(C=C2C(=O)NC(=O)NC2=O)cc(OC)c1OC	-6.8	-3.6	16.3	0.3	-2.1	-1.2	-2.1	3.1	26.3
CS(=O)(=O)NNP(=O)(NNS(C)(=O)=O)NC(=O)c1ccccc1	4.7	-9.4	6.2	0.6	-1.4	-3.6	5.3	-2.5	13.1
Cc1c(C(=O)C(=O)N2CCC3(CC2)OCCO3)c2ccccc2n1C	-2.3	-5.8	-28.3	-2.8	-2.5	-3.1	0.6	4.9	16.3
N#CC1=C(N)Oc2c(c(=O)oc3ccccc23)C1c1ccc(OC(=O)N2CCOCC2)cc1 (configuration not stated)	-6.6	nt	-10.2	nt	2.0	nt	nt	8.1	nt
CC(N=Cc1c(O)[nH]c(=O)[nH]c1=O)c1ccccc1 (configuration not stated)	-1.1	-0.9	12.5	-1.9	-1.1	-2.0	1.8	-10.7	-4.9
CCC(=NCCN1CCCCC1)c1c(O)n(C)c(=O)n(C)c1=O	-1.3	-1.0	1.6	-0.5	4.8	-3.7	3.5	1.8	2.9
Fc1ccc(CCNCc2ccc(Br)cc2)cc1	-8.0	2.3	-37.0	0.3	-0.7	-1.6	-13.0	-1.8	-3.4
O=C(CN1CCN(c2ccccc2F)CC1)Nc1cccnc1Cl	-3.8	4.6	11.0	-2.1	-3.2	-4.0	5.5	-5.5	11.6
CCOC(=O)C1C(=O)N(C)C2(C)CC1c1cc(OC)ccc1O2 (configuration not stated)	-2.7	-0.3	9.0	-1.2	2.8	-3.5	0.9	12.9	-0.4
O=C(Nc1ccccc1Cl)OC1CN2CCC1CC2 (configuration not stated)	-4.1	5.9	-10.8	-1.8	-1.6	-2.5	-7.5	-2.2	2.9
Cc1cc(OCC(=O)NCc2ccncc2)c2c3c(c(=O)oc2c1)CCCC3	-6.1	-16.9	0.6	40.2*	-7.3	-1.9	-3.7	0.3	24.7
CCN(CC)C(=O)c1ccc(NC(=O)C2=C(C)OCCS2)cc1	-9.3	-4.6	3.5	0.5	-2.1	0.6	-1.0	-0.4	12.4
COC(=O)C1=C(c2cccc(OCc3ccccc3)c2)C[C@@H]2CC[C@H]1N2C(=O)NCc1ccc(F)cc1	-2.1	nt	14.5	nt	6.3	nt	nt	-6.3	nt
O=C1NC(=O)N(CCc2ccc(F)cc2)C(=O)/C1=C/C=C/c1ccccc1	-3.8	-9.9	-31.1	-0.8	nt	-2.7	26.6	5.0	4.8
CCCCCCn1c(O)c(C=NCCN2CCCCC2)c(=O)[nH]c1=O	-3.1	9.4	-3.2	0.6	5.4	-2.8	4.5	-3.5	7.1
CC(=O)NC(Cc1ccc(N(CCCl)CCCl)cc1)C(=O)NC(CC(C)C)C(=O)O (configuration not stated)	-3.0	-4.6	8.1	0.3	8.6	-1.2	-12.6	-1.4	1.9
Cc1ccsc1C(=O)C1CCCN(Cc2sc(N(C)C)nc2Cl)C1 (configuration not stated)	-4.3	1.5	7.4	-0.2	1.7	-2.4	0.7	3.9	-6.3
O=C(C[N+]12CCC(CC1)C(CO)C2)c1ccc([N+](=O)[O-])cc1 (configuration not stated)	-4.5	-3.1	3.2	-2.9	-3.3	-2.5	9.4	7.9	-4.1
O=C1NC(=O)N(c2ccccc2)C(=O)/C1=C\C=C\c1ccccc1	8.6	-19.4	-43.9	1.0	nt	-1.2	23.7	-0.3	21.6
COC(=O)C1=C(c2ccc(-c3ccccc3)c(F)c2)C[C@@H]2CC[C@H]1N2C(=O)NC(C)C	-3.6	nt	11.3	nt	-0.1	nt	nt	4.0	nt
OC(Cn1c2ccccc2c2ccccc21)C[n+]1ccccc1 (configuration not stated)	-2.1	-10.5	-27.9	-1.6	4.1	-0.7	-17.8	-0.4	7.8
CC(C)CN1CCN(Cc2cccc3c2OCO3)CC1CCO (configuration not stated)	1.8	-3.4	3.4	-2.7	-3.3	-1.9	-9.2	0.2	-4.1
CN1CC=C2C(C#N)=C(N)C(C#N)(C#N)C(c3ccncc3)C2C1 (configuration not stated)	nt	-12.4	-0.7	-1.3	4.8	-2.0	-0.8	1.9	32.7
OCC#CC[N+]1(CC#Cc2ccccc2)CCCC1	-4.8	1.9	-2.0	-5.1	3.5	-2.7	1.4	0.1	4.4
CC/C(=N\Nc1ccccc1)c1c(O)[nH]c(=O)[nH]c1=O	-1.6	8.8	12.7	-1.2	5.7	-3.6	1.2	1.8	5.8
O=C(C1CCCO1)N1CCC2(CC1)OCCO2 (configuration not stated)	-5.9	-13.3	3.4	-2.0	-0.2	-0.7	-8.7	1.9	13.4

Part of the list above, with each value named:
CC(C)CN1CCN(Cc2cccc3c2OCO3)CC1CCO (configuration not stated)
  GalR3 antag: 1.8 | pCIP destab: -3.4 | CRFR2-BP antag: 3.4 | VIM-2 inhibitor: -2.7 | IDE cell activ: -3.3 | IMP-1 inh: -1.9 | NS3 helicase inh: -9.2 | IDE cell inh: 0.2 | UBC9 SUMO inh: -4.1
O=C(C1CCCO1)N1CCC2(CC1)OCCO2 (configuration not stated)
  GalR3 antag: -5.9 | pCIP destab: -13.3 | CRFR2-BP antag: 3.4 | VIM-2 inhibitor: -2.0 | IDE cell activ: -0.2 | IMP-1 inh: -0.7 | NS3 helicase inh: -8.7 | IDE cell inh: 1.9 | UBC9 SUMO inh: 13.4

Screens as filed in PubChem BioAssay.

Some of the compounds tested; rates above refer to the full screens.
